Source: PubChem BioAssay
IL2 activator – activates IL-2 in a cell-based reporter assay; AID 652025; IL-2 activation reporter assay, cell-based qHTS; stimulated with anti-CD3/CD4/CD28 beads; in transgenic mouse T cells; activation, % (series mostly up to about 46 µM); actives 0.065% (n = 360,000); in the data active means activation above about 50%; inconclusive means mostly about 30% to 49%; further: 0% is about no effect
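Readout: EGFP and DsRed signals by fluorescent plate cytometry. Unstimulated transgenic mouse T cells received compound 60 min before antibody-bead stimulation, then incubated 18 h at 37 degrees C.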
PLK1 PBD inh – inhibitors of human PLK1 polo-box domain binding | P53350 | Plk1 PBD binding of FITC phosphopeptide, fluorescence polarization | Potency, µM, for inactives: max response, negative = inhibition, actives largely listed as inhibitors | actives 2.8% (n = 360,000) | AID 720504; further: potency means the concentration at half of the fitted maximal effect; series mostly up to about 57 µM; on the % scale 0 is the no-effect control and ±100 the full control effect; nearly all actives have a fitted effect of over 65% in size
Target sequence (P53350 whole entry, looked up, the tested form may be a part): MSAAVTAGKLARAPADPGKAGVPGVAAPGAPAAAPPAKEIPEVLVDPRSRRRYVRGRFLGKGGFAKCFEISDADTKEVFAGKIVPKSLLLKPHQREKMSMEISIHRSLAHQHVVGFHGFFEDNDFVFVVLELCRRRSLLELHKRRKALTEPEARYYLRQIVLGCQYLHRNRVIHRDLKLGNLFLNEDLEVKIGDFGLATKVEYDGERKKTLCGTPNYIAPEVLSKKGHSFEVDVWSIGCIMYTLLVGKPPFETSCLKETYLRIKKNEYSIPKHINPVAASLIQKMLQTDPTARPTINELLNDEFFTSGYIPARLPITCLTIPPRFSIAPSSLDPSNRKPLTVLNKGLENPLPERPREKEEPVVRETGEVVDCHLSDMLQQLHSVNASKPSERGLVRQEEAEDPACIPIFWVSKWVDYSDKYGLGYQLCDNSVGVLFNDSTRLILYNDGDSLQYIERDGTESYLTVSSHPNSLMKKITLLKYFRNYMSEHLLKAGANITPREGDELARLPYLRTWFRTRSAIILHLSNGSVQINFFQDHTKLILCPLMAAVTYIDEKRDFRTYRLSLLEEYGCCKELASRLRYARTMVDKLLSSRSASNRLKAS
EPAC1 antagonist – antagonists of human EPAC1; actives 0.14% (n = 360,000); Potency, µM (titrated, usually from 115 µM), without a hit: at the top dose activity change, negative = inhibition, hits mostly inhibitors; EPAC1 GEF assay, Rap1b-BODIPY-GDP exchange fluorescence; AID 720709;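 further: potency means the concentration at half of the fitted maximal effect; plate controls were vehicle for no effect and positive control for full effect; nearly all actives have a fitted effect of over 50% in size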
EPAC1 ag – activates human EPAC1 exchange factor; actives 0.073% (n = 360,000); AID 720707; EPAC1 agonist qHTS, biochemical assay; response scale: 100% = response to 6.5 mM cAMP; Potency, µM (top dose mostly 154 µM), for the others: at the highest dose activation, actives largely listed as activators; further: potency means the concentration at half of the fitted maximal effect; nearly all actives have a fitted effect of over 60% in size
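Normalized to 6.5 mM cAMP, activity reflects EPAC1-catalysed release of BODIPY-GDP from Rap1B, followed kinetically over 30 min at 480 nm excitation, 540 nm emission. Reaction contained 100 nM EPAC1, 250 nM Rap1B-BODIPY-GDP, 50 uM GDP.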
CCT chaperon mod – changes cytosolic chaperonin activity; purified chaperonin ATPase assay, HTRF ADP detection, 30 min; activity change, % (concentration not given with the values), hits read low; actives 0.3% (n = 360,000); AID 651819; in the data active means activity change below about -30%; further: on the % scale 0 is the no-effect control and ±100 the full control effect
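We incubate TRiC, 40 or 20 nM final, with library compounds at 76 uM and 10 uM ATP for 30 min at 37 °C. ADP formed is detected with Transcreener HTRF reagents after 30 min at room temperature.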
EPAC2 ag – EPAC2 (human) agonism; Q8WZA2; EPAC2 activation, biochemical qHTS; response scale: 100% = 6.5 mM cAMP response; Potency, µM (highest dose often 154 µM), for inactives: top-dose activation, most hits filed as activators; actives 0.079% (n = 360,000); further: potency means the concentration at half of the fitted maximal effect; nearly all actives have a fitted effect of over 50% in size
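Compounds were titrated in qHTS against a Rap1B-BODIPY-GDP (250 nM) complex with EPAC2 (100 nM) and GDP (50 uM). BODIPY-GDP release tracked at 480/540 nm over 30 min at room temperature, normalized to 6.5 mM cAMP.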
PI5P4K alpha inh – inhibitors of human PI5P4K alpha; P48426; PI5P4Kalpha enzyme, ADP-Glo luminescence, 60 min; active compounds read low; max response, %; actives 1.2% (n = 330,000); AID 652105; active means max response of -50% or lower; inconclusive means between -30% and -50%; inactive means -30% or higher; further: value at the top dose of about 77 µM; on the % scale 0 is the no-effect control and ±100 the full control effect
Target sequence (P48426 whole entry, looked up): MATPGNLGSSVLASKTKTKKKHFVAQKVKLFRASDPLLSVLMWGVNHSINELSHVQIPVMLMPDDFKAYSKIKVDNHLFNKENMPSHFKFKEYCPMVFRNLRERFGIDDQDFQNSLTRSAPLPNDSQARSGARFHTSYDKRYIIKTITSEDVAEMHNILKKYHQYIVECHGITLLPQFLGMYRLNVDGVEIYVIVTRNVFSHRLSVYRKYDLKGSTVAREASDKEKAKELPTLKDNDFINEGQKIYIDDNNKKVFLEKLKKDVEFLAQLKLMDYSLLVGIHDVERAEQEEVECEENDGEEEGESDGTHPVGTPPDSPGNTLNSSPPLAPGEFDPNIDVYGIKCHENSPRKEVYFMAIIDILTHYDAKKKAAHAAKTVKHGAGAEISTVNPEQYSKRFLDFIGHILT
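qHTS, 1536-well: enzyme/substrate mix, compound by pin tool, 5 microM ATP final; RT 60 min; ADP-Glo reagents 1 (45 min) then 2 (30 min); luminescence.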
WRN inhibitor – WRN helicase (human) inhibition | Q14191 | WRN helicase unwinding, fluorescent forked duplex, kinetic | Potency, µM (titrated, usually from 114 µM), for the others: top-dose activity change, negative = inhibition, actives largely listed as inhibitors | actives 0.46% (n = 360,000) | AID 651768; further: potency means the concentration at half of the fitted maximal effect; on the % scale 0 is the no-effect control and ±100 the full control effect; nearly all actives have a fitted effect of over 55% in size
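Kinetic red-fluorescence monitoring (525/598 nm) tracks WRN helicase activity after 100 nM fluorophore-quencher forked duplex and 2 mM ATP are added to 20 nM enzyme pretreated 15 min at room temperature with compound.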
* = called active by the depositor; ? = inconclusive; / = not tested or not shown; [ ] = dose if it differs, or a comment. Unless noted, the call rests on the fitted dose curve; in most records, active means well fitted curve in the direction sought with a large enough effect; inconclusive means small, poorly fitted or top-dose-only effect, or another doubt; inactive means no such curve, though single readings can be large; an effect the other way counts as inactive or inconclusive. A portion of the library; count on the stated rates, not on these rows.

SMILES	IL2 activator	PLK1 PBD inh	EPAC1 antagonist	EPAC1 ag	CCT chaperon mod	EPAC2 ag	PI5P4K alpha inh	WRN inhibitor
Cc1cccc(NC(=O)C2CCN(S(=O)(=O)c3ccc4c(c3)NC(=O)CO4)CC2)c1	-0.3	-1%	16%	-7%	1.2	3%	-7	5%
COc1ccc2cc(C(=O)CS(=O)(=O)c3ccccc3)c(=O)oc2c1	0.6	-18%	-5%	-1%	-0.3	6%	-1	1%
Cc1ccc(S(=O)(=O)N2CCOC2CNC(=O)C(=O)NCCc2ccc(S(N)(=O)=O)cc2)cc1 (configuration not stated)	0.7	-4%	1%	-1%	-0.8	9%	1	-1%
O=C1Nc2ccccc2N=C(c2ccccc2)C1N(C(=O)c1ccnc2ccccc12)c1ccccc1 (configuration not stated)	-0.6	-8%	-2%	1%	0.1	13%	-8	-2%
O=C(CCc1ccccc1)Nc1ccc(NC(=O)c2ccco2)cc1	-2.4	-11%	-5%	11%	-4.5	9%	/	-20%
COCCn1c(SCC(=O)Nc2ccc(C)cc2)nc2c(oc3ccccc32)c1=O	-3.2	-4%	-2%	-5%	-1.2	-11%	-1	-8%
Clc1ccc(/C=N/Nc2nnc(-c3ncc[nH]3)c3ccccc23)cc1	1.5	-2%	-2%	10%	-1.4	10%	/	-10%
Cc1nc2[nH]onc2c2nccc(=O)c12	-0.7	-10%	-1%	6%	-1.0	3%	?	3%
CC(C)OCCCNc1nc2c([nH]1)c(=O)n(C)c(=O)n2C	-2.2	-10%	-6%	-5%	-1.0	-4%	/	-2%
CCOc1c2ccc(C(=O)NCc3cc(C(F)(F)F)cc(C(F)(F)F)c3)cc2nn1CCOC	-0.3	-4%	-14%	-35%[inhibitor]	0.0	-3%	5	-14%
Cc1csc(NC(=O)c2nc(-c3ccccc3)n(-c3ccccc3)n2)n1	-1.8	-1%	-3%	1%	-2.6	10%	-1	-9%
COc1cc(NS(=O)(=O)c2ccc(N/C=C\C(=O)c3ccc(OC)c(OC)c3)cc2)nc(OC)n1	-2.3	-13%	3%	3%	-0.3	-11%	1	-24%
CCn1c(SC)nnc1C1CCCN(CC(=O)Nc2ccccc2N2CCOCC2)C1 (configuration not stated)	-0.8	-14%	16%	2%	0.4	10%	1	-1%
COC(=O)[C@]12CCCCC=C1N(Cc1ccco1)C(=O)[C@H](CC(=O)NCc1ccccc1)C2	0.2	-5%	1%	-6%	0.4	5%	-1	6%
CCN1CCN(c2cc(C)c3cc(NC(=S)N4CCN(c5ccccc5F)CC4)ccc3n2)CC1	-2.5	2%	-2%	8%	0.2	4%	0	-4%
Nc1nc(SCC(=O)NC2CCCCC2)n[nH]1	-0.4	-4%	0%	6%	0.1	1%	-1	-5%
C=CCn1c(=NC(=O)C2COc3ccccc3O2)sc2cc(S(N)(=O)=O)ccc21 (configuration not stated)	-0.7	-5%	-9%	-12%	-0.4	3%	-3	-9%
CC1(C)CC(=O)C=C(Nc2ccc(C(=O)O)cc2)C1	1.6	0%	-1%	-6%	-4.1	0%	-6	-4%
CN(CC(=O)N1CCc2ccccc21)S(=O)(=O)c1cccc2cccnc12	0.2	?	-2%	7%	-15	4%	0	-4%
COc1ccccc1C(=O)NCCNc1nc2cc(C)cc(C)c2cc1C#N	-2.4	3%	2%	5%	2.0	2%	-4	4%
COC(=O)c1cc(NC(=O)c2ccco2)ccc1N1CCOCC1	-1.1	4%	5%	5%	0.5	3%	-2	9%
Cn1c(SCC(=O)OC2CCCCC2)nnc1-c1ccco1	0.9	-5%	-5%	0%	-0.7	2%	-4	5%
Cc1ccnc(NS(=O)(=O)c2ccc(NC(=O)CN3C(=O)CCC3=O)cc2)n1	-2.2	?	-6%	0%	-4.5	9%	6	-1%
O=C(O)c1cccc(N/N=C/c2cccs2)c1	0.8	-11%	2%	-8%	-0.6	9%	4	-28%
CN(CC(=O)NC(=O)NCc1ccco1)CC(=O)Nc1ccccc1Cl	-2.8	-10%	-7%	10%	0.6	-3%	-24	1%[11.6 µM]
Cc1ccc(C(=O)N2CCOCC2)cc1S(=O)(=O)N1CCCCC1	0.5	1%	7%	-4%	-0.2	-3%	2	-17%
CCn1cc(C(=O)NCCCOC)c(=O)c2cc(S(=O)(=O)N3CCCC3)ccc21	2.5	-4%	-13%	-7%	-4.7	6%	3	6%
CN1CCN(S(=O)(=O)c2ccc(N3CCN(C(=O)c4ccccc4)CC3)nc2)CC1	1.6	-4%	0%	12%	1.2	5%	-2	1%
S=C(NCCCCNC(=S)NCc1ccccc1)NCc1ccccc1	1.0	?	-8%	-11%	-2.2	2%	4	2%
COc1ccc(-c2oc3ccccc3c(=O)c2OC(C)=O)cc1	-0.6	-20%	2%	8%	0.5	1%	-3	-6%
O=C1NC[C@H](Cc2ccccc2)N(C[C@H]2CCCN2C[C@H](Cc2ccccc2)N2C[C@H](Cc3ccc(O)cc3)N(CC3CCCCCC3)C(=O)C2=O)C1=O	-0.2	-2%	-25%	-25%	-0.2	2%	-4	2%
Cc1c(C(=O)N2CCN(c3ccccn3)CC2)oc2ccccc12	-1.8	0%	0%	4%	-3.3	13%	/	-4%
O=C1OC(/C=C/c2ccc(Cl)cc2Cl)=NC/1=C\c1cccs1	-0.9	-25%	-14%	18%	-2.2	12%	-3	-8%
COCCCN(Cc1ccccn1)S(=O)(=O)Cc1ccccc1	-1.3	-3%	4%	-6%	0.3	-2%	2	2%
Cc1ccc(/C=C2\SC(=S)N(CCCC(=O)Nc3cccnc3)C2=O)cc1	-3.1	-2%	2%	2%	0.0	-1%	4	1%
O=C(NCc1cccc(F)c1F)C1CCC(=O)N(C2CC2)C1 (configuration not stated)	-3.7	-17%	-17%	3%	-3.5	6%	4	6%
CS(=O)(=O)N1CCN(c2ccccc2NC(=O)c2cccnc2)CC1	0.0	1%	7%	-12%	-3.4	-83%[15.6 µM]	-2	5%
COc1cc2oc3ccc(C#Cc4ccc(N)cc4)cc3c(=O)c2cc1OC	-0.2	-1%	25%	2%	-0.3	9%	3	12%
Cc1c(N=C2SCC(=O)N2/N=C\c2ccc(Br)cc2)c(=O)n(-c2ccccc2)n1C	-0.5	-7%	-15%	-2%	-2.2	4%	-5	-2%
Cc1ccc(-n2c(O)c(C=NC3CCS(=O)(=O)C3)c3ccccc3c2=O)cc1 (configuration not stated)	-2.5	-8%	-1%	-1%	-2.1	1%	/	-5%
c1ccc2[nH]c3cc4ncnc4cc3nc2c1	0.3	24µM*	0%	29%	-2.6	21%	-22	?
O=S(=O)(Nc1cccc(S(=O)(=O)N2CCCC2)c1)c1cccc(Br)c1	1.0	-15%	11%	13%	-2.3	12%	0	4%
O=C1C(Cl)=C(NCCN2CCCCC2)C(=O)c2ccccc21	-0.9	-13%	-5%	5%	0.1	12%	5	-30%
O=C(NCc1ccc(F)cc1)C(c1ccccc1)c1ccccc1	-0.3	-4%	-16%	4%	-0.9	7%	1	2%
CCN(CC)CCNCc1cc(Cl)c(OCC(=O)Nc2ccccc2)c(OC)c1	0.3	4%	7%	0%	-2.9	0%	-3	1%
Cc1ccccc1-n1c(C)nnc1SCC(=O)N1CCc2ccccc2C1	-0.5	-5%	-11%	3%	-1.2	-4%	4	24%
CC(=O)c1ccc2c3c(ccc([N+](=O)[O-])c13)CC2	-1.9	-13%	10%	11%	-1.6	8%	1	-4%
Cc1ccc(C(=O)OCC(=O)Nc2ccccc2)cc1S(=O)(=O)N1CCCCC1	0.3	-5%	-26%	4%	-0.2	16%	-1	-18%
CC(=O)Nc1ccc2c(c1)nc(CCN1CCN(c3ccccn3)CC1)n2C	-3.0	-10%	-5%	2%	-0.2	17%	-7	4%
Cc1cc(C)cc(NS(=O)(=O)c2ccc3c(c2)c(=O)n(C)c(=O)n3C)c1	-2.4	-1%	-6%	12%	-1.5	10%	/	-19%
COc1ccc(C(=O)N/N=C/C(=O)c2ccccc2)cc1	-0.7	-6%	12%	11%	1.5	4%	-3	2%
C[C@H]1CC[C@]2(O[C@@H](CCO)C[C@H](O)[C@H]2O)O1	-0.2	-3%	20%	-13%	-1.2	13%	4	-3%
CC1(C(=O)NS(=O)(=O)c2cccc(F)c2)CCN1C(=O)CC1CCCC1 (configuration not stated)	0.4	4%	-5%	-5%	-1.9	6%	-2	-2%
C[C@@H]1CN([C@H](C)CO)S(=O)(=O)c2ccc(Br)cc2O[C@H]1CN(C)C(=O)C1CCCCC1	2.6	-6%	22%	-13%	2.2	4%	-16	9%
Cc1cccc(C(C)C)c1NC(=O)C(C)OC(=O)Cc1n[nH]c(=O)c2ccccc12 (configuration not stated)	-5.3	-2%	9%	-4%	-0.2	-4%	-4	-10%
CC1(C(=O)N2CCN(c3ccc([N+](=O)[O-])cc3)CC2)CC1(Cl)Cl (configuration not stated)	-0.4	-4%	-22%	-8%	1.8	-3%	-5	7%
Cc1nnc(NC(=O)CSc2nnc(NC(=O)C(C)(C)C)s2)s1	-0.6	-18%	-23%	9%	0.1	2%	3	-5%
O=C(c1c(O)c2ccccc2oc1=O)C1CCCCC1	-2.7	-1%	7%	-4%	-0.9	-6%	/	0%
CCOC(=O)c1c(C)nc2c(c1-c1cc(OC)ccc1OC)C(=O)c1ccccc1-2	0.0	3%	3%	4%	0.7	13%	0	0%
O=C(NCc1ccc(F)cc1)c1cc(C2CCCCN2C(=O)CCCc2ccccc2)on1 (configuration not stated)	-0.1	3%	4%	-7%	1.3	9%	2	3%
O=C(Cc1cccs1)Nc1nnc(-c2ccccc2)s1	-0.5	3%	-11%	4%	1.2	6%	1	-1%
COc1ccc(CCNC(=O)CSc2nc(O)c(CC(C)C)c(=O)[nH]2)cc1OC	5.8	-10%	7%	6%	-1.8	5%	?	-36%

Taken from above.
S=C(NCCCCNC(=S)NCc1ccccc1)NCc1ccccc1 @ EPAC1 ag: -11%
O=C1C(Cl)=C(NCCN2CCCCC2)C(=O)c2ccccc21 @ IL2 activator: -0.9
O=C1OC(/C=C/c2ccc(Cl)cc2Cl)=NC/1=C\c1cccs1 @ WRN inhibitor: -8%

Ordered by the number under WRN inhibitor (falling): three of the compounds above
mol	WRN inhibitor
O=C(NCc1ccc(F)cc1)c1cc(C2CCCCN2C(=O)CCCc2ccccc2)on1 (configuration not stated)	3%
O=C(Cc1cccs1)Nc1nnc(-c2ccccc2)s1	-1%
COCCn1c(SCC(=O)Nc2ccc(C)cc2)nc2c(oc3ccccc32)c1=O	-8%
